From PubChem BioAssay
NRP1-CendR mod – NRP-1/CendR interaction modulation; FAM-RPARPAR peptide binding to NRP-1, fluorescence polarization; inhibition, % at 25 µM; 0.85% of 360,000 active; AID 602438;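 active = inhibition or corrected inhibition above about 18%, plus a signal ratio from 0.5 to 1.5, limit read from the data, passing the limit was not always enough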; also: strong numbers were not always called active
SUMO1-SIM PPI – SUMO1-SIM interaction modulation. inhibition, % at 20 µM. P63165. 0.33% of 360,000 active. SUMO1 binding to a labelled peptide, TR-FRET, 1 h. AID 602429; in the data active = inhibition above about 37%
Target sequence (P63165 whole entry, looked up): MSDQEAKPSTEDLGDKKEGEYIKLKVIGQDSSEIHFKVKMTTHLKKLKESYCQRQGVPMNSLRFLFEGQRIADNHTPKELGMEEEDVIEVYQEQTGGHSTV
MsrA inh – bovine MsrA inhibition; purified bovine MsrA, absorbance read-out; inhibition, % at 15.5 µM; 0.75% of 360,000 active; AID 651718; in the data active = inhibition above about 4.5%;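 also: 0% = vehicle wells with enzyme and 100% = reference inhibitor wells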
Scp1 inh – blocks human Scp-1 phosphatase activity; Q9GZU7; Recombinant Scp1, phosphopeptide, malachite green phosphate absorbance; inhibition, % at 20 µM; 0.88% of 340,000 active; AID 493091;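 active = inhibition above about 50% at 20 µM, limit read from the data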;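 also: plate controls were DMSO wells with enzyme for no effect and wells lacking enzyme for full effect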
Target sequence (Q9GZU7 76-261 limits assumed): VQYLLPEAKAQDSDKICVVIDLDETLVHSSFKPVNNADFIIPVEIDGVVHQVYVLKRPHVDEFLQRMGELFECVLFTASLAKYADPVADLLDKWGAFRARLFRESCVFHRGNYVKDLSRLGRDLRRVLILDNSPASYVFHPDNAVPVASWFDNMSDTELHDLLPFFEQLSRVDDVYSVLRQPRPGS
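Test system: SCP-1 phosphatase catalytic domain, residues 76-261; measured by: colorimetric phosphate reagent with accelerator and stabiliser, absorbance at 630 nm; timing: enzyme reaction 45 min at room temperature, colour 5 min, stabilisation 30 min; also added: Phosphorylated 17-residue peptide substrate; compound dosing: one concentration, 20 µM, with 1.0% DMSO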
TbMetRS inhib – blocks T. brucei methionyl-tRNA synthetase activity; purified T. brucei MetRS, ATP depletion, Kinase-Glo luminescence; inhibition, % at 11.9 µM; 0.4% of 360,000 active; AID 624268;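 active = inhibition above a per-plate cutoff of the control wells' mean inhibition plus 3 SD, cut at about 5.5% in these data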;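 also: 0% = DMSO wells median and 100% = median of wells with control inhibitor compound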
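Material – parasite MetRS enzyme · Medium – HEPES-MgCl2-KCl buffer plus DTT, spermine, BSA, pyrophosphatase · Reagent – ATP, methionine and E. coli bulk tRNA substrates · Times – 15 min enzyme-compound preincubation, 2 h reaction, 10 min detection, 25 °C · Measured by – luminescence of leftover ATP · Evaluation – percent inhibition relative to median high and low control wells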
MsrA act – activates bovine MsrA enzyme; purified bovine MsrA, absorbance read-out; activation, % at 10.6 µM; 0.3% of 360,000 active; AID 602163; in the data active = activation above about 7.5%;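 also: 0% = vehicle and 100% = reference activator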
LMPTP inh – blocks human LMPTP phosphatase. P24666. recombinant LMPTP-A, OMFP fluorogenic substrate, fluorescence intensity. inhibition, % at 20 µM. 0.22% of 360,000 active;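 active = compounds that cut the enzyme signal by at least half of the control window in the single-dose screen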;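 also: plate controls were DMSO wells with enzyme plus substrate for no effect and substrate without enzyme for full effect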
Target sequence (P24666 whole entry, looked up): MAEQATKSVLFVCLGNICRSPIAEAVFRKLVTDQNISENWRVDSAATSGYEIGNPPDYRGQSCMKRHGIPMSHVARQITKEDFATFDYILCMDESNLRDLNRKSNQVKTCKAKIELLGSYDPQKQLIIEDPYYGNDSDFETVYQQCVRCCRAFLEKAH
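Test system: LMPTP-A phosphatase enzyme. Amount: LMPTP-A at 0.625 nM final in the reaction. Reagent: OMFP substrate, 400 µM final. Times: 50 min at room temperature. Signal: endpoint fluorescence intensity from OMFP dephosphorylation. Read-out basis: % inhibition. Benchmarks: no-enzyme and uninhibited controls.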
DNMT1 block – blocks human DNA methyltransferase DNMT1. P26358. DNMT1 molecular beacon, Hinp1I cleavage, fluorescence. inhibition (reported as % activation of signal), % at 10 µM. 0.83% of 360,000 active. AID 588458; in the data active = inhibition above about 50%
STEP inh – blocks human striatal-enriched tyrosine phosphatase | P54829 | recombinant STEP, OMFP fluorogenic substrate, fluorescence | inhibition, % at 20 µM | 0.25% of 360,000 active;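 active = inhibition at 20 µM, scaled per plate between control wells, above about 37%, limit read from the data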;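 also: 0% = DMSO with enzyme and substrate and 100% = substrate only without enzyme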
Target sequence (P54829 whole entry, looked up): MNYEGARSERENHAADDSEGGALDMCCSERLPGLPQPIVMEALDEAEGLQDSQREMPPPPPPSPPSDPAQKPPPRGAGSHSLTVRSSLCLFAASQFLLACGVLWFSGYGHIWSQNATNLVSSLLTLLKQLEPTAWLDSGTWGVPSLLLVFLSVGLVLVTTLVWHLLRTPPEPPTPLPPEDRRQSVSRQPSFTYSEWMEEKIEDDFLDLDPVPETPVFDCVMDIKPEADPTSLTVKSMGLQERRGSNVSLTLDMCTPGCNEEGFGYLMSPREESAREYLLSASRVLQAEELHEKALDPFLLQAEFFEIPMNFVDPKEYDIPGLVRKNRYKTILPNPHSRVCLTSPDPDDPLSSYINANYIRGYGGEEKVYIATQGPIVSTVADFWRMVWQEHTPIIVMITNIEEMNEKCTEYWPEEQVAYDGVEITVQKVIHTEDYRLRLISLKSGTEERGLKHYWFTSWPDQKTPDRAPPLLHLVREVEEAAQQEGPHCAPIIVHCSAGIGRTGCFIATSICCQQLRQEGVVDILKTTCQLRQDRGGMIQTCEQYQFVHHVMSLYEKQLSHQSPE
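material = STEP tyrosine phosphatase | reagent = fluorogenic phosphatase substrate OMFP at 25 µM final | doses = single compound dose of 20 µM, 1% DMSO final | schedule = 20 min reaction, room temperature, in the dark | measured by = fluorescence, 480/540 nm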
eLon inh – inhibitors of E. coli Lon protease; P0A9M0; purified E. coli Lon protease, fluorescence polarization; inhibition, % at 7.94 µM; 0.42% of 360,000 active; AID 602123; in the data active = inhibition above about 13%, passing the limit was not always enough;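 also: 0% = enzyme with probe and DMSO and 100% = no enzyme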
* marks the source's active call; other numbers are inactive results; . = not tested or not shown. Compounds were not picked by outcome; 4.3% or so of the library scored in one or more.

SMILES | NRP1-CendR mod | SUMO1-SIM PPI | MsrA inh | Scp1 inh | TbMetRS inhib | MsrA act | LMPTP inh | DNMT1 block | STEP inh | eLon inh
Cn1c(-c2ccc(F)cc2)cnc1SCC(=O)Nc1ccccc1N1CCOCC1 | 3.9 | 1.4 | 0.9 | -4.9 | -0.5 | -1.7 | -1.6 | 0.5 | 2.4 | 4.4
COCCCn1c(=O)c2sccc2n(Cc2ccccc2C)c1=O | 4.3 | 0.7 | 0.8 | -7.3 | 0.0 | -2.4 | -0.9 | 0.0 | -3.9 | -2.9
COC(=O)c1ccc(CNC(=O)c2cc(S(=O)(=O)NCc3ccccc3)ccc2C)cc1 | -12.6 | -1.6 | -0.6 | . | -0.6 | -6.4 | -0.4 | -0.1 | 1.0 | 7.2
Cc1cc(NC(=O)c2ccc(-c3ccccc3F)o2)no1 | 17.7 | -4.6 | 0.0 | -4.0 | -0.6 | -12.8 | -1.3 | 5.5 | -2.7 | 5.8
CN(CC(=O)Nc1ccccc1Cl)C(=O)COC(=O)c1ccc(C(F)(F)F)cc1 | 8.6 | -2.0 | -1.1 | 19.1 | -0.3 | -9.7 | -0.4 | -0.1 | 1.6 | -11.9
CC1CCCCC1NC(=O)Cn1c(CN2CCCCC2)nc2ccccc2c1=O (stereo not drawn) | -1.7 | 0.3 | -0.6 | -2.7 | -0.2 | -7.5 | -0.9 | 2.4 | 0.9 | -1.6
CCc1c(C)sc(NC(=O)c2ccco2)c1C(=O)N1CCOCC1 | -3.8 | -0.9 | -0.2 | 2.2 | -0.2 | -10.8 | 1.2 | -1.0 | -0.5 | 8.0
COC(C(=O)N/N=C(\C)CC(=O)Nc1ccc(Cl)cc1C)c1ccccc1 (stereo not drawn) | -2.1 | -0.9 | 0.5 | -12.7 | -0.2 | -3.0 | -0.8 | 0.1 | -0.7 | -3.4
OCCN1CCN(CC/C=C2/c3ccccc3Sc3ccc(Cl)cc32)CC1 | -5.0 | -5.2 | 0.3 | -9.0 | -0.3 | 0.0 | -2.5 | -0.8 | 2.3 | 1.5
Cc1c(NC(=O)c2cccc(NC(=O)COc3cccc(Br)c3)c2)c(=O)n(-c2ccccc2)n1C | 0.2 | 0.8 | 0.6 | 11.4 | 0.0 | -1.4 | -0.6 | 2.3 | -0.2 | -0.2
Cc1ccc(C2(C)NC(=O)N(CC(=O)NCCN3C(=O)S/C(=C\c4cccnc4)C3=O)C2=O)cc1 (stereo not drawn) | 2.5 | -29.3 | 3.2 | -0.1 | -0.3 | -3.1 | -0.6 | 2.6 | 2.4 | 3.5
COc1ccc(NC(=O)COC(=O)CCCN2C(=O)c3ccccc3C2=O)cc1Cl | 8.1 | -1.4 | -0.6 | -11.8 | 0.5 | -1.5 | -0.2 | 2.3 | -0.7 | 5.2
CNS(=O)(=O)c1ccc2c(c1)NC(=O)C1CCCN21 (stereo not drawn) | -7.4 | 0.8 | 0.7 | -0.2 | -0.2 | -10.3 | 2.7 | -1.3 | -0.5 | 1.3
C/C(=N\NC(=O)C1(C)CC1(Br)Br)c1cccc(NC(=O)c2ccc(C)o2)c1 (stereo not drawn) | -12.0 | -1.0 | -0.6 | -5.5 | -0.5 | -1.2 | -0.7 | -1.8 | -1.5 | -0.3
O=C(c1cc(-c2ccc(Br)cc2)on1)N1CCCC1 | 6.5 | -5.4 | -0.9 | -5.8 | 0.6 | -0.5 | 0.6 | -1.5 | -2.5 | -16.7
CC(C)(C)c1nnc(N/N=C/c2ccccc2)n(N)c1=O | -2.8 | -4.8 | 1.3 | -2.3 | -0.7 | -6.0 | -1.3 | -1.6 | -3.7 | -1.5
COc1ccc(C2C(CC(=O)O)=C(Nc3ccccc3)C(=O)N2c2ccccc2)cc1 (stereo not drawn) | -14.5 | -2.2 | -1.3 | -3.9 | -1.8 | -3.6 | 0.9 | 3.3 | -1.0 | -2.6
CC(=O)Nc1ccc(NC(=O)COc2cc(C)cc3oc(=O)cc(C)c23)cc1 | -2.8 | -0.3 | -0.6 | -4.7 | 0.8 | -2.5 | 0.4 | 6.5 | -0.5 | -2.8
Cc1ccc(NC(=O)CSc2nnc(CCC(=O)O)c(=O)[nH]2)cc1 | 0.1 | -3.6 | 0.8 | -9.0 | -0.4 | -1.0 | 0.3 | 0.7 | 1.4 | -8.8
CCOc1ccc(CCNC(=O)C2CC(=O)N(Cc3ccc(C)cc3)C2)cc1OCC (stereo not drawn) | 0.4 | -16.7 | 0.6 | -3.9 | -0.6 | -6.4 | -8.6 | -2.0 | 2.4 | -2.2
COc1ccc(CCNC(=O)C(=O)NCC2OCCN2S(=O)(=O)c2ccc(OC)cc2)cc1 (stereo not drawn) | 10.2 | 3.6 | 0.1 | -3.9 | 0.5 | -2.5 | -2.1 | -4.4 | -2.2 | -1.6
C[C@@H]1CN([C@@H](C)CO)C(=O)CCCn2nncc2CO[C@@H]1CN(C)C(=O)Nc1ccc(-c2cccs2)cc1 | -6.5 | -13.0 | -1.6 | . | -0.9 | -2.7 | -0.7 | -6.7 | 1.3 | 6.9
CC(=O)c1ccccc1NC(=O)COC(=O)c1ccccc1NC(=O)c1ccccc1 | 2.7 | 2.3 | 0.1 | -6.7 | 0.6 | 4.3 | 1.4 | -0.3 | -1.8 | -1.9
Cc1cccc2[nH]c(SCC(=O)N3CCOCC3)nc12 | 4.5 | -1.6 | -0.9 | 0.7 | 1.1 | 0.8 | 0.6 | -0.1 | 0.3 | 1.6
Cc1cccc(C)c1Cn1c(C)c(C(=O)NCCC#N)sc1=O | 2.0 | -1.2 | -0.6 | . | -0.6 | -3.1 | 1.2 | 0.7 | 0.6 | -6.8
CC(NC(=O)COc1cccnc1[N+](=O)[O-])c1ccc(F)cc1 (stereo not drawn) | -0.9 | -20.5 | 0.8 | -0.8 | -0.3 | -0.3 | 0.0 | 1.2 | -2.9 | -8.7
CCn1nnnc1NCc1cccn1C | -6.1 | -1.5 | -0.1 | -4.3 | -1.2 | -2.6 | 4.4 | -15.9 | 0.8 | -5.0
CN(CC(=O)Nc1c(Cl)cccc1Cl)C(=O)Cn1[nH]c(=O)c2ccccc2c1=O | 3.8 | 2.7 | -0.5 | -4.3 | 0.8 | -3.4 | -1.6 | 2.9 | 0.1 | 0.3
CS(=O)(=O)Nc1ccc(-c2cc(/C=C3\SC(N)=NC3=O)c[nH]c2=O)cc1 | 3.8 | 11.2 | 1.1 | 4.0 | 0.8 | -7.1 | -1.4 | 4.2 | -1.5 | -2.5
COc1ccc(NS(=O)(=O)c2cc3c4c(c2)CCN4C(=O)CC3)c(OC)c1 | 1.7 | 0.0 | -0.9 | -0.8 | -0.7 | -1.9 | 0.1 | 0.3 | 1.6 | -2.7
COC(=O)c1cccc(NC(=O)CCNC(=O)c2ccco2)c1 | 0.4 | 2.0 | -1.2 | 4.2 | -0.8 | -11.5 | -0.5 | 1.2 | -6.4 | 9.0
Cc1ccc(SCc2nnc(N)s2)cc1 | 5.5 | 1.2 | -0.5 | -0.1 | -0.1 | 3.1 | -0.4 | -1.3 | -1.6 | 6.5
CCc1cccc(CC)c1NC(=O)c1ccccc1 | 9.4 | -2.3 | 0.1 | -6.7 | 0.1 | -5.0 | -1.3 | 2.5 | 1.6 | -5.3
O=C(NCC1CCCO1)c1ccc(CS(=O)(=O)Cc2ccc(F)cc2)o1 (stereo not drawn) | 4.8 | -2.2 | -0.1 | 26.1 | -1.2 | -8.7 | -1.4 | 0.2 | 1.0 | 4.5
CCCCSc1nc(N)c(NC(=O)c2ccco2)c(=O)[nH]1 | -17.2 | 2.9 | -0.1 | 2.4 | -0.7 | -0.1 | -1.2 | -2.4 | -2.2 | -13.1
CC(=O)c1ccc(S(=O)(=O)Nc2ccc(N3CCOCC3)cc2)cc1 | 14.2 | 0.8 | -0.8 | -5.3 | -0.5 | -0.6 | -0.3 | 2.0 | 4.9 | 2.3
CCN1CCN(C(c2ccc(OC)c(OC)c2)c2nnnn2C(C)(C)C)CC1 (stereo not drawn) | -13.4 | 1.6 | -1.1 | -9.3 | -1.0 | -1.4 | -2.8 | 2.3 | -1.6 | -5.2
CC(C)(C)S(=O)(=O)c1cnc2c(-c3ccc(Cl)cc3)cnn2c1N | -13.2 | -3.9 | 0.6 | -20.1 | -0.3 | -1.9 | 2.2 | 44.4 | 0.2 | -7.5
O=C(NC(=S)Nc1nc(-c2ccccc2)cs1)c1cncc(Br)c1 | -7.0 | -4.2 | -1.2 | -9.8 | -0.1 | -2.9 | -0.1 | -3.3 | 1.3 | -5.8
O=C(Nc1ccccc1)O/N=C/c1ccncc1 | 7.7 | -2.6 | -0.9 | -0.1 | -0.9 | -11.3 | -1.0 | 2.1 | -1.9 | 34.2

Five compounds drawn at random from the list so far, as already listed:
SMILES | NRP1-CendR mod | SUMO1-SIM PPI | MsrA inh | Scp1 inh | TbMetRS inhib | MsrA act | LMPTP inh | DNMT1 block | STEP inh | eLon inh
CCn1nnnc1NCc1cccn1C | -6.1 | -1.5 | -0.1 | -4.3 | -1.2 | -2.6 | 4.4 | -15.9 | 0.8 | -5.0
CCc1cccc(CC)c1NC(=O)c1ccccc1 | 9.4 | -2.3 | 0.1 | -6.7 | 0.1 | -5.0 | -1.3 | 2.5 | 1.6 | -5.3
O=C(Nc1ccccc1)O/N=C/c1ccncc1 | 7.7 | -2.6 | -0.9 | -0.1 | -0.9 | -11.3 | -1.0 | 2.1 | -1.9 | 34.2
O=C(NC(=S)Nc1nc(-c2ccccc2)cs1)c1cncc(Br)c1 | -7.0 | -4.2 | -1.2 | -9.8 | -0.1 | -2.9 | -0.1 | -3.3 | 1.3 | -5.8
O=C(NCC1CCCO1)c1ccc(CS(=O)(=O)Cc2ccc(F)cc2)o1 (stereo not drawn) | 4.8 | -2.2 | -0.1 | 26.1 | -1.2 | -8.7 | -1.4 | 0.2 | 1.0 | 4.5

(cont.)
SMILES | NRP1-CendR mod | SUMO1-SIM PPI | MsrA inh | Scp1 inh | TbMetRS inhib | MsrA act | LMPTP inh | DNMT1 block | STEP inh | eLon inh
O=C(CNC(=O)c1ccc(Br)o1)NCc1ccc(Cl)cc1 | -8.3 | -1.3 | -0.4 | 2.4 | 1.8 | -12.7 | 0.5 | 1.2 | -0.9 | 9.3
Cc1ccccc1Nc1nnc(SCC(=O)N(C)C2CCS(=O)(=O)C2)s1 (stereo not drawn) | -2.6 | 0.0 | 0.3 | -7.6 | 0.2 | -2.9 | -2.0 | -5.3 | 1.0 | -9.2
COC(C[C@@H](O)C[C@@H](O)[C@H](C)OCc1ccccc1)OC | 17.1 | 2.9 | -0.5 | -8.6 | -0.1 | -3.8 | -1.2 | 5.6 | -2.3 | 1.2
CCCS(=O)(=O)NC(=O)C1(C)CCCN(C(=O)c2cc(OC)ccc2Br)C1 (stereo not drawn) | -10.3 | 2.0 | . | . | -0.1 | -2.1 | -2.0 | 2.9 | 2.9 | -11.5
